Bioassay records as filed in PubChem BioAssay.
TRPC4 PAM – positive allosteric modulators of TRPC4, primary screen, cell-based, mouse TRPC4beta, HEK293 mu-opioid, Fluo-4 calcium; Short transient receptor potential channel 4 (Mus musculus), Q9QUQ5; DAMGO EC20, Fluo-4 Ca2+ flux; stronger effect = higher value; B-score at 10 µM; actives 0.42% (n = 310,000); AID 2227, 2009;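 active = B-score of calcium response area above 5 SD of library B-scores, with initial fluorescence ratio within 5 SD of library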;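 note: B-score of integrated fluorescence ratio over time as area under calcium response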
aSyn 5UTR inh – MLPCN primary screen, SNCA 5' untranslated region. alpha-synuclein 5'UTR reporter, inhibitor activity. inhibition, % (tested at 7.5 µM). actives 0.82% (n = 300,000); in the data active = inhibition above about 60%;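 note: H4 neuroglioblastoma cells stably carrying SNCA 5'UTR luciferase fusion; 0% = DMSO wells and 100% = positive control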
TRPC6 act – mouse TRPC6 channel activators, primary screen, cell-based, HEK293, membrane potential dye; actives 0.13% (n = 310,000); AID 2550, 2010; HEK293-TRPC6 membrane potential dye fluorescence; stronger effect = higher value; Short transient receptor potential channel 6 (Mus musculus), Q61143; B-score at 10 µM;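 active = B-score of the integrated fluorescence ratio above library mean plus 3 SD, and starting fluorescence ratio within library mean plus 5 SD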;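 note: higher score means more depolarization so channel activation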
KLF5 inhibitor – KLF5 expression inhibitors, primary screen, DLD-1 cells, luminescence; actives 0.23% (n = 290,000); DLD-1 KLF5 promoter-luciferase reporter; inhibition, % at 5 µM;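 active = inhibition above a per-plate limit of that plate's mean compound inhibition plus 3 SD, cut at about 60% in these data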;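 note: 0% = DMSO wells and 100% = LY294002 at 200 µM; higher means less KLF5 promoter-driven luciferase light; inactives centre near -14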
TRPC4 act – activators of mouse TRPC4 channel, primary screen, Fluo4 calcium, HEK293 TRPC4beta/mu-opioid cells; Fluo4 calcium fluorescence; stronger effect = higher value; B-score at 10 µM; actives 0.49% (n = 310,000); AID 2237, 2010;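 active = B-score above 5 SD of library B-scores, and initial fluorescence ratio not above library mean plus 5 SD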;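 note: positive B-score marks a calcium rise read as TRPC4 activation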
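Assay system – TRPC4beta and mu-opioid receptor HEK293 stable cells · Measured by – Fluo4 fluorescence, kinetic · Schedule – dye loading 45 min room temperature, 110 s kinetic read · Read-out – B-scored integrated calcium fluorescence ratio · Controls – buffer and maximal DAMGO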
TRPC4 inh – inhibitors of mouse TRPC4 channel, primary screen, Fluo4 calcium, HEK293 TRPC4beta/mu-opioid cells; Short transient receptor potential channel 4 (Mus musculus), Q9QUQ5; DAMGO-evoked Fluo4 calcium flux; stronger effect = lower value; B-score at 10 µM; actives 0.39% (n = 300,000); AID 2247, 2010;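 active = B-score over 3 SD under the library average, no early fluorescence shift, positive overall ratio signal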
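test system = HEK293 cells with stable TRPC4beta plus mu-opioid receptor expression | detection = Fluo4 Ca2+ flux fluorescence | read-out = integrated fluorescence ratio relative to baseline, converted to per-well B score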
TRPC6 inh – mouse TRPC6 channel inhibitors, primary screen, cell-based, HEK293, membrane potential dye; Short transient receptor potential channel 6 (Mus musculus), Q61143; ACh-evoked depolarization; stronger effect = lower value; B-score at 10 µM; actives 1.1% (n = 310,000);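 active = B-score under library mean minus 3 SD, initial fluorescence not abnormally high, positive integrated signal ratio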;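 note: B-score derived from integrated fluorescence ratio over the kinetic read; more negative B-score means stronger inhibition of depolarization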
MrgX1 antagonist – antagonists of human MrgX1 receptor, primary screen, HEK293 cells, Fluo-4 calcium flux | Mas-related G-protein coupled receptor member X1 (Homo sapiens), Q96LB2 | BAM8-22 antagonism; stronger effect = lower value | B-score at 10 µM | actives 1.3% (n = 310,000) | AID 588676, 2011;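 active = calcium-response B-score plate-corrected more than 3 library SD below zero, starting fluorescence within 5 deviations, no agonist response on first addition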;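 note: peak minus trough fluorescence over baseline after final BAM8-22 challenge near maximal dose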
Target sequence (Q96LB2 whole entry, looked up): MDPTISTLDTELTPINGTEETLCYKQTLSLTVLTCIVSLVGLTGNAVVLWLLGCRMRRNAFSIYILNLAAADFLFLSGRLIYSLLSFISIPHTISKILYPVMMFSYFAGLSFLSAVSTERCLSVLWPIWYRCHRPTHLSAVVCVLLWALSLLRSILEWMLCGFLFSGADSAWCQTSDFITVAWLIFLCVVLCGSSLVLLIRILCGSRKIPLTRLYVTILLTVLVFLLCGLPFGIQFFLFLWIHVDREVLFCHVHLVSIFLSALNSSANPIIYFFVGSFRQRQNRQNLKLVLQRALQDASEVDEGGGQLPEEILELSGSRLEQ
HIF act – HIF pathway transcriptional activators, primary screen, cell-based, U2OS HRE-luciferase, luminescence; U2OS HRE-luciferase reporter; normalized: DMSO 0%, desferrioxamine 100%; activation, % at 7.5 µM (by protocol); actives 0.32% (n = 300,000);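 active = mean activation of at least 10% of the iron chelator positive control signal, with at least half of replicates also reaching 10%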
SKKanGAS inh – S. pyogenes SKKanGAS growth inhibitors in kanamycin, primary screen, streptokinase expression inhibitor project, SKKanGAS strain, BacTiter-Glo luminescence | 6 h | inhibition, % at 7.5 µM | actives 1.3% (n = 300,000) | AID 1662, 2009;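 active = mean replicate score, as percent of positive control median, at least 50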;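 note: strain carries kanamycin resistance gene driven by streptokinase promoter and grows in 40 µg/ml kanamycin; loss of luminescence reflects streptokinase promoter inhibition or plain growth inhibition; 0% = median of DMSO wells and 100% = positive control at its reference dose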
IEC-6 tox – cytotoxicity in IEC-6 intestinal epithelial cells, primary screen, cytotoxicity control for KLF5 inhibitor project, cell-based, luminescence | IEC-6 cytotoxicity, luminescence viability | inhibition, % at 5 µM | actives 0.78% (n = 290,000) | AID 1825, 2009; in the data active = inhibition above about 22%;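 note: 0% = plate median of test compound wells and 100% = cytotoxic reference compound wells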
* hit, by the source's call.

Results for CSc1nnnn1-c1c(C)cc(C)cc1C ?
TRPC4 PAM: inactive; aSyn 5UTR inh: -7; TRPC6 act: inactive; KLF5 inhibitor: -20; TRPC4 act: inactive; TRPC4 inh: inactive; TRPC6 inh: inactive; MrgX1 antagonist: inactive; HIF act: 0.7; SKKanGAS inh: 18; IEC-6 tox: 9

What do the screens show for `COc1cccc(CCc2nnc(CCC(=O)NCCc3cccc(C)n3)o2)c1`?
TRPC4 PAM: inactive; aSyn 5UTR inh: -20; TRPC6 act: inactive; KLF5 inhibitor: -28; TRPC4 act: inactive; TRPC4 inh: inactive; TRPC6 inh: inactive; MrgX1 antagonist: inactive; HIF act: 0.1; SKKanGAS inh: -17; IEC-6 tox: -4

Results for Cc1cc(C(=O)NCc2nc(-c3ccccc3)no2)ccc1[N+](=O)[O-] ?
TRPC4 PAM: inactive; aSyn 5UTR inh: 0; TRPC6 act: inactive; KLF5 inhibitor: -5; TRPC4 act: inactive; TRPC4 inh: inactive; TRPC6 inh: inactive; MrgX1 antagonist: inactive; HIF act: -0.2; SKKanGAS inh: -6; IEC-6 tox: -2

What do the screens show for `COc1ccc(C2(O)CN(c3ccccc3)C3=[N+]2CCS3)cc1OC` (stereo not drawn)?
TRPC4 PAM: inactive; aSyn 5UTR inh: 16; TRPC6 act: inactive; KLF5 inhibitor: -23; TRPC4 act: inactive; TRPC4 inh: inactive; TRPC6 inh: inactive; MrgX1 antagonist: inactive; HIF act: 0.3; SKKanGAS inh: 8; IEC-6 tox: 4

Results for CCOC(=O)CSc1ncnc2c1sc1nc(N3CCOCC3)c3c(c12)CCCC3 ?
TRPC4 PAM: inactive; aSyn 5UTR inh: 5; TRPC6 act: inactive; KLF5 inhibitor: -20; TRPC4 act: inactive; TRPC4 inh: inactive; TRPC6 inh: inactive; MrgX1 antagonist: inactive; HIF act: 0.1; SKKanGAS inh: 47; IEC-6 tox: 0

Results for Cc1ccc([N+](=O)[O-])c(C(=O)Nc2cccnc2Cl)c1 ?
TRPC4 PAM: inactive; aSyn 5UTR inh: 12; TRPC6 act: inactive; KLF5 inhibitor: -1; TRPC4 act: inactive; TRPC4 inh: inactive; TRPC6 inh: inactive; MrgX1 antagonist: inactive; HIF act: -0.2; SKKanGAS inh: 2; IEC-6 tox: 7

What do the screens show for `Cc1cc(NC(=O)COC(=O)Cn2c(C)csc2=O)ccc1Br`?
TRPC4 PAM: inactive; aSyn 5UTR inh: 4; TRPC6 act: inactive; KLF5 inhibitor: -16; TRPC4 act: inactive; TRPC4 inh: inactive; TRPC6 inh: inactive; MrgX1 antagonist: inactive; HIF act: 0.6; SKKanGAS inh: -3; IEC-6 tox: 0

How did CS(=O)(=O)N(CC(=O)N1CCN(Cc2ccc3c(c2)OCO3)CC1)c1ccc2c(c1)OCO2 do in these assays?
TRPC4 PAM: inactive; aSyn 5UTR inh: 3; TRPC6 act: inactive; KLF5 inhibitor: 6; TRPC4 act: inactive; TRPC4 inh: inactive; TRPC6 inh: inactive; MrgX1 antagonist: inactive; HIF act: 0.1; SKKanGAS inh: 4; IEC-6 tox: 9

How did COCCNC(=O)c1cccc(OC2CCN(Cc3ccccc3OCCO)CC2)c1 do in these assays?
TRPC4 PAM: inactive; aSyn 5UTR inh: 5; TRPC6 act: inactive; KLF5 inhibitor: -46; TRPC4 act: inactive; TRPC4 inh: inactive; TRPC6 inh: inactive; MrgX1 antagonist: inactive; HIF act: -1.2; SKKanGAS inh: 2; IEC-6 tox: -1

What do the screens show for `Cc1c(C(c2cccc([N+](=O)[O-])c2O)c2c(C)n(C)n(-c3ccccc3)c2=O)c(=O)n(-c2ccccc2)n1C`?
TRPC4 PAM: inactive; aSyn 5UTR inh: 27; TRPC6 act: inactive; KLF5 inhibitor: 11; TRPC4 act: inactive; TRPC4 inh: inactive; TRPC6 inh: inactive; MrgX1 antagonist: inactive; HIF act: 0.1; IEC-6 tox: 4

Results for OCCSc1nc(-c2ccccc2)nc2c1CCC2 ?
TRPC4 PAM: inactive; aSyn 5UTR inh: 3; TRPC6 act: inactive; KLF5 inhibitor: -8; TRPC4 act: inactive; TRPC4 inh: inactive; TRPC6 inh: inactive; MrgX1 antagonist: inactive; HIF act: -0.2; SKKanGAS inh: 6; IEC-6 tox: 1

What do the screens show for `CCOc1ccc2[nH]c(=O)c(CN(CCO)C(=O)c3ccc(Br)cc3)cc2c1`?
TRPC4 PAM: inactive; aSyn 5UTR inh: 31; TRPC6 act: inactive; KLF5 inhibitor: -19; TRPC4 act: inactive; TRPC4 inh: inactive; TRPC6 inh: inactive; MrgX1 antagonist: inactive; HIF act: -0.1; SKKanGAS inh: -4; IEC-6 tox: 2

What do the screens show for `C=CC[N+](C)(C)CCN1C(=O)C2C(c3ccccc3)C=CC(c3ccccc3)C2C1=O` (stereo not drawn)?
TRPC4 PAM: inactive; aSyn 5UTR inh: -4; TRPC6 act: inactive; KLF5 inhibitor: -14; TRPC4 act: inactive; TRPC4 inh: inactive; TRPC6 inh: inactive; MrgX1 antagonist: inactive; HIF act: -0.1; SKKanGAS inh: -5; IEC-6 tox: 1

Results for N#Cc1nc(-c2ccccc2)oc1N1CCCCC1 ?
TRPC4 PAM: inactive; aSyn 5UTR inh: -38; TRPC6 act: inactive; KLF5 inhibitor: -23; TRPC4 act: inactive; TRPC4 inh: inactive; TRPC6 inh: inactive; MrgX1 antagonist: inactive; HIF act: -0.2; SKKanGAS inh: 2; IEC-6 tox: -3

Results for CC(CCc1ccccc1)NC(=O)CCN1N=C(c2ccccc2)CCC1=O (stereo not drawn) ?
TRPC4 PAM: inactive; aSyn 5UTR inh: 28; TRPC6 act: inactive; KLF5 inhibitor: -2; TRPC4 act: inactive; TRPC4 inh: inactive; TRPC6 inh: inactive; MrgX1 antagonist: inactive; HIF act: 0.7; SKKanGAS inh: -10; IEC-6 tox: -4

Results for CSc1ccc(CN(C)C(=O)CNC(=O)c2sc3ccccc3c2Cl)cc1 ?
TRPC4 PAM: inactive; aSyn 5UTR inh: -6; TRPC6 act: inactive; KLF5 inhibitor: -33; TRPC4 act: inactive; TRPC4 inh: inactive; TRPC6 inh: inactive; MrgX1 antagonist: inactive; HIF act: 0.1; SKKanGAS inh: 21; IEC-6 tox: 0

How did Cc1ccc(CNC(=O)CN(C)S(=O)(=O)c2cnc[nH]2)cc1 do in these assays?
TRPC4 PAM: inactive; aSyn 5UTR inh: -8; TRPC6 act: inactive; KLF5 inhibitor: -9; TRPC4 act: inactive; TRPC4 inh: inactive; TRPC6 inh: inactive; MrgX1 antagonist: inactive; HIF act: 0.0; SKKanGAS inh: 1; IEC-6 tox: 3

Results for C/C(=C\C(=O)c1ccc(Br)cc1)Nc1ccc(Cl)cc1 ?
TRPC4 PAM: inactive; aSyn 5UTR inh: -9; TRPC6 act: inactive; KLF5 inhibitor: -9; TRPC4 act: inactive; TRPC4 inh: inactive; TRPC6 inh: inactive; MrgX1 antagonist: inactive; HIF act: -0.5; SKKanGAS inh: -2; IEC-6 tox: 7

Results for CCOc1ccc(NC(=O)c2c(OC)cccc2OC)cc1 ?
TRPC4 PAM: inactive; aSyn 5UTR inh: -32; TRPC6 act: inactive; KLF5 inhibitor: -14; TRPC4 act: inactive; TRPC4 inh: inactive; TRPC6 inh: inactive; MrgX1 antagonist: inactive; HIF act: -0.5; SKKanGAS inh: 4; IEC-6 tox: -4

How did CCN(CCN(C)C)C(=O)c1ccc2c(c1NCCO)C(=O)c1ccccc1C2=O do in these assays?
TRPC4 PAM: inactive; aSyn 5UTR inh: 25; TRPC6 act: inactive; KLF5 inhibitor: -21; TRPC4 act: inactive; TRPC4 inh: inactive; TRPC6 inh: -5.9*; MrgX1 antagonist: inactive; HIF act: -0.3; SKKanGAS inh: 7; IEC-6 tox: 0

What do the screens show for `O=C(CCCCCCN1C(=O)c2ccccc2C1=O)Nc1nccs1`?
TRPC4 PAM: inactive; aSyn 5UTR inh: 13; TRPC6 act: inactive; KLF5 inhibitor: -5; TRPC4 act: inactive; TRPC4 inh: inactive; TRPC6 inh: inactive; MrgX1 antagonist: inactive; HIF act: 0.1; SKKanGAS inh: 1; IEC-6 tox: 0

How did CCN1CCN(C2=C(NS(=O)(=O)c3ccc(Br)cc3)C(=O)c3ccccc3C2=O)CC1 do in these assays?
TRPC4 PAM: inactive; aSyn 5UTR inh: -4; TRPC6 act: inactive; KLF5 inhibitor: -23; TRPC4 act: inactive; TRPC4 inh: inactive; TRPC6 inh: inactive; MrgX1 antagonist: inactive; HIF act: 0.7; SKKanGAS inh: -6; IEC-6 tox: 10

What do the screens show for `CCOC(=O)c1ccc2c(c1)nc(SCc1cn3ccsc3n1)n2CC`?
TRPC4 PAM: inactive; aSyn 5UTR inh: 27; TRPC6 act: inactive; KLF5 inhibitor: -32; TRPC4 act: inactive; TRPC4 inh: inactive; TRPC6 inh: inactive; MrgX1 antagonist: inactive; HIF act: 0.5; SKKanGAS inh: 7; IEC-6 tox: 0

What do the screens show for `COc1cc(CCCN2C(=S)NC[C@@H]2c2ccccc2)cc(OC)c1OC`?
TRPC4 PAM: inactive; aSyn 5UTR inh: 13; TRPC6 act: inactive; KLF5 inhibitor: -8; TRPC4 act: inactive; TRPC4 inh: inactive; TRPC6 inh: inactive; MrgX1 antagonist: inactive; HIF act: 0.3; SKKanGAS inh: 1; IEC-6 tox: 1

How did Cc1cc(-c2nnc(SCC(=O)Nc3nc(-c4ccc(Cl)cc4)cs3)o2)no1 do in these assays?
TRPC4 PAM: inactive; aSyn 5UTR inh: -7; TRPC6 act: inactive; KLF5 inhibitor: -10; TRPC4 act: inactive; TRPC4 inh: inactive; TRPC6 inh: inactive; MrgX1 antagonist: inactive; HIF act: 0.6; SKKanGAS inh: -4; IEC-6 tox: 0
